# CHRM1 PAM – positive allosteric modulators of human M1 muscarinic receptor. CHO-K1 hM1, Fluo-8 calcium fluorescence, ACh EC20; 0% = ACh EC20, 100% = maximal ACh. activation, % at 3 µM. P11229. 360,000 compounds, 0.088% hits. AID 588819; in the data active means activation above about 19%, passing the limit was not always enough
# V1aR counter – activates human V1a receptor in oxytocin agonist counter-screen | P37288 | CHO-V1R cells, Fluo-8 calcium fluorescence, agonist mode; 0% DMSO, 100% 3 nM vasopressin | activation, % at 3 µM | 320,000 compounds, 0.25% hits | AID 2797;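 active means activation above the mean activation of all tested compounds plus 3 SD, per screening run, cut at about 20% in these data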;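 further: signal is peak over basal fluorescence ratio across a 100 second FLIPR read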
# Target sequence (P37288 whole entry, looked up): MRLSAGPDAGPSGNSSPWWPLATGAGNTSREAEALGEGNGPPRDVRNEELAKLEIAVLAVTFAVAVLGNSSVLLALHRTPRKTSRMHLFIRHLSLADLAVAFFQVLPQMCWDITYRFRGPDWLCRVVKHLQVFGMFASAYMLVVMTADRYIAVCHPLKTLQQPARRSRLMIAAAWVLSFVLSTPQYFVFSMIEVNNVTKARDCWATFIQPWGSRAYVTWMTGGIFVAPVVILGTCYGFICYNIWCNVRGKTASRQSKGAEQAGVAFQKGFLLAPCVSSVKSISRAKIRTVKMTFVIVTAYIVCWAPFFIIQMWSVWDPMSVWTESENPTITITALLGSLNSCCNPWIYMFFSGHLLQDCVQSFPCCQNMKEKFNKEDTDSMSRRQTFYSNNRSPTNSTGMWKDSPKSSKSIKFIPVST
# TAAR1 ag – human TAAR1 agonism | Q96RJ0 | CHO RD-HGA16 TAAR1, Fluo-8 calcium fluorescence; vehicle wells 0%, saturating PEA agonist 100% | activation, % at 3 µM | 360,000 compounds, 0.99% hits | AID 624467;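 active means activation above the mean activation of all test compounds in the run plus 3 SD, cut at about 38% in these data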
#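 Assay system – CHO-derived RD-HGA16 cells with stable Gα16 and human TAAR1 · Compound dosing – one-point dosing at 3 µM (nominal) · Incubation – 17-24 h seeding, 75 min 37 °C dye, 30 min RT · Measured by – kinetic Fluo-8 calcium fluorescence · Control set – DMSO vehicle as 0%, PEA at EC100 as 100% · Repeats – single well for each compound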
# OXTR ag – activates the human oxytocin receptor; CHO-OTR cells, Fluo-8 calcium fluorescence; normalized: DMSO 0%, oxytocin 100%; activation, % at 3 µM; 320,000 compounds, 0.32% hits;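 active means activation above the mean of all tested compounds plus 3 SD, cutoff set per screening run, cut at about 20% in these data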;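 further: peak over basal fluorescence ratio from a 100 s FLIPR kinetic read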
# Target sequence (P30559 whole entry, looked up): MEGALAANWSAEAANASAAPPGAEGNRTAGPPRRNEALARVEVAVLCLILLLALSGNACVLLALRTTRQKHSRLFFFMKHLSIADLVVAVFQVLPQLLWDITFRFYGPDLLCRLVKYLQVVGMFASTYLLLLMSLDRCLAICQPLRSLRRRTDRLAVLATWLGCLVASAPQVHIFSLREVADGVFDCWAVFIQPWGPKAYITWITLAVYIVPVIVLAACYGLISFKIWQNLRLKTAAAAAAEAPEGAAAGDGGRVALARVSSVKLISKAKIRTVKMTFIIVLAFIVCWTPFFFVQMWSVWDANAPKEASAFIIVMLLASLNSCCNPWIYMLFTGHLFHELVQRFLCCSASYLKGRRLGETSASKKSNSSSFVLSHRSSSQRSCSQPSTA
# CHRM1 agonist – agonists of human M1 muscarinic receptor. P11229. CHO-K1 hM1, Fluo-8 calcium fluorescence, agonist mode; 0% DMSO, 100% acetylcholine EC100. activation, % at 3 µM. 360,000 compounds, 0.33% hits;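 active means activation above the run's mean compound activation plus 3 SD, cut at about 16% in these data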;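 further: peak over basal fluorescence ratio within a 140 s kinetic read after compound addition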
# CHRM1 antagonist – blocks human M1 muscarinic receptor; CHO-K1 hM1, Fluo-8 calcium fluorescence, ACh EC80 antagonist; 360,000 compounds, 1.3% hits; P11229; inhibition, % at 3 µM; AID 588852;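 active means percent inhibition above its own plate's cutoff, namely the mean of that plate's compound wells plus 3 SD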;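 further: peak over basal fluorescence ratio during 140 s after agonist addition; 0% = ACh EC80 plus DMSO and 100% = DMSO alone without agonist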
# OXTR potentiator – human OXTR potentiation. P30559. CHO-OTR cells, Fluo-8 calcium fluorescence, potentiator mode; 0% = oxytocin EC15, 100% = EC100. activation, % at 3 µM. 320,000 compounds, 0.061% hits;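 active means activation above that plate's cutoff, the mean activation of tested compounds plus 3 SD, cut at about 6.6% in these data, passing the limit was not always enough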;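 further: 100% uses oxytocin at 75 nM as the full agonist control; some results filed as inactive read as strong as hits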
#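 Measured by – Fluo-8 calcium dye fluorescence · Test system – human OTR in CHO cells · Dosing – one concentration, 3.0 µM compound · Controls – EC15 oxytocin alone as 0%, 75 nM oxytocin as 100% · Evaluation – normalized max/min fluorescence ratio, % activation · Timing – 6 min pre-incubation, 100 s read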
# TAAR1 antagonist – human TAAR1 antagonism; Q96RJ0; CHO RD-HGA16 TAAR1, Fluo-8 calcium fluorescence, antagonist; inhibition, % at 3 µM; 360,000 compounds, 1.5% hits; AID 624466;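 active means inhibition above a per-plate cutoff, the mean inhibition of test compounds on that plate plus 3 SD, cut at about 49% in these data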;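 further: 0% = DMSO plus EC80 beta-PEA response and 100% = DMSO alone without agonist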
#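 Assay system: CHO-derived RD-HGA16 cells stably expressing human TAAR1 plus Gα16. Timing: 140 s kinetic read after compound, 140 s after agonist. Technique: kinetic Fluo-8 calcium fluorescence measurement. Measure: % inhibition of agonist calcium response.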
# CHO parental Ca – counter-screen: ATP calcium response change in parental CHO cells | parental CHO-K1, ATP-induced calcium, Fluo-8 fluorescence | inhibition, % at 5.6 µM | 330,000 compounds, 0.63% hits | AID 463079;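 active means inhibition above that plate's mean sample inhibition plus 3 SD, cut at about 26% in these data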;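 further: 0% = ATP-challenged DMSO wells and 100% = DMSO wells without ATP; some compounds past the cut are filed as inactive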
#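 Test system: untransfected parental CHO cell line; also added: ATP stimulus; dosing: 5.6 µM, single dose; signal: calcium-sensitive Fluo-8 fluorescence; measure: percent inhibition of ATP-evoked calcium rise, normalized to controls; benchmarks: low control ATP plus DMSO, high control DMSO only; replication: one well per compound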
# Numbers without * were called inactive; x = no result given.
# Below each compound: TAAR1 antagonist, TAAR1 ag, CHRM1 agonist, OXTR potentiator, OXTR ag, CHRM1 PAM, V1aR counter, CHO parental Ca, CHRM1 antagonist
CCOCCC(=O)Nc1nnc(CCc2ccccc2)s1
→ -7, 1, 0, x, x, 9, x, x, -12
O=C1NC[C@H](c2ccccc2)N(CCc2cccc(F)c2)C1=O
→ 8, 6, -3, 1, 0.6, 8, 1.2, -6, -6
Cc1cccc(C(=O)N2CCN(c3ccc(C(F)(F)F)cn3)CC2)c1C
→ 18, 7, 0, -3, 1.7, -8, 4.8, -22, 10
CC(C)c1ccc(NC(=O)CCNS(=O)(=O)c2cccc3nonc23)cc1
→ -32, 1, -3, -11, 1.1, 5, 0.8, -8, -8
Cc1csc2nc(CNS(=O)(=O)c3ccc4c(c3)OCCO4)cn12
→ -12, 1, 2, 0, 1.1, -4, 2.0, -11, -3
COc1ccc(NC(=O)CN(C)CC(=O)Nc2cccc(S(=O)(=O)N(C)c3ccccc3)c2)cc1
→ 46, 35, -4, -8, -0.8, 2, 4.3, -23, 8
Cc1cc(NC(=O)c2c(F)cccc2Cl)no1
→ -6, 7, -9, -4, 0.8, 14, -0.4, -5, -12
Nn1c(SCc2cccc(Br)c2)nnc1-c1cccnc1
→ -4, 0, -2, -1, -1.1, 7, -2.0, -5, -17
CCOC(=O)C1CCN(c2c(NCCN3CCCCC3C)c(=O)c2=O)CC1 (configuration not stated)
→ 8, 0, -12, 0, -0.6, -11, -0.1, -1, 23
Cc1ccc(CNC(=O)CN(C(=O)C2(C)CC(=O)N=C3C=CC=CN32)c2cccc(C)c2C)cc1 (configuration not stated)
→ 0, 1, -10, -7, 1.1, 2, 0.1, -4, 2
COCCn1c(=O)[nH]c2cc(C(=O)NCc3cccnc3)ccc2c1=O
→ -1, 16, 7, -14, 0.0, 0, 3.8, -4, 1
Cc1cc(C)n2nc(SCc3ncc(-c4ccccc4)o3)nc2n1
→ -10, 13, -2, -11, 1.3, 9, 1.4, -21, -15
CCOc1c(C)cnc2c1c(=O)n(Cc1ccccc1Cl)c(=O)n2C
→ -2, -1, -3, -9, -1.3, 9, -1.3, -12, -17
Nc1ccc2cccc(O)c2c1
→ 10, 0, 2, x, x, 17, x, x, -25
CCC(Sc1nc2ccc(N)cc2s1)C(=O)Nc1nccs1 (configuration not stated)
→ 3, 6, -4, -2, -0.5, 1, -0.2, -3, 8
COc1ccc(C(CNC(=O)COc2cccc(C(F)(F)F)c2)N2CCCC2)cc1 (configuration not stated)
→ -15, 1, -8, 1, 0.7, -4, 0.2, -21, 7
CCOc1ncccc1C(=O)OCC(=O)Nc1ccc(C(N)=O)cc1
→ 11, 0, -1, 2, 1.6, -1, 1.7, -5, -4
Cc1ccc(S(=O)(=O)N2CCN(C(=O)COC(=O)C3CC3C)CC2)c(C)c1 (configuration not stated)
→ 4, 2, 0, -5, 3.4, -5, 2.3, -4, 5
CSc1c(C#N)c(N)nc2sc(C(=O)c3ccccc3)c(N)c12
→ 1, 7, 4, -1, 4.7, 8, 2.5, 6, -1
CC(C)CCN1CCN(Cc2ccc3nsnc3c2)CC1CCO (configuration not stated)
→ -13, 7, -12, -4, 1.4, -17, 0.5, -9, 13

# Record cards, from the list above. Order of screens: TAAR1 antagonist | TAAR1 ag | CHRM1 agonist | OXTR potentiator | OXTR ag | CHRM1 PAM | V1aR counter | CHO parental Ca | CHRM1 antagonist
# Nc1ccc2cccc(O)c2c1 in the list: 10 | 0 | 2 | x | x | 17 | x | x | -25
# Cc1cccc(C(=O)N2CCN(c3ccc(C(F)(F)F)cn3)CC2)c1C in the list: 18 | 7 | 0 | -3 | 1.7 | -8 | 4.8 | -22 | 10
# COc1ccc(C(CNC(=O)COc2cccc(C(F)(F)F)c2)N2CCCC2)cc1 (configuration not stated) in the list: -15 | 1 | -8 | 1 | 0.7 | -4 | 0.2 | -21 | 7

# Next part:
# Below each compound: TAAR1 antagonist, TAAR1 ag, CHRM1 agonist, OXTR potentiator, OXTR ag, CHRM1 PAM, V1aR counter, CHO parental Ca, CHRM1 antagonist
COC(=O)CN(c1ccccc1)S(=O)(=O)c1ccc(F)cc1
→ -1, 2, -4, -11, -1.5, 6, -1.0, -1, -2
O=[N+]([O-])c1ccc(C=Nc2ccc(Cl)cc2Cl)s1
→ -7, 2, -3, -2, 0.9, 9, 0.1, -1, -7
COCCN(C(=O)CCc1nnc(Cc2c[nH]c3ccccc23)o1)C(C)C
→ -2, 3, 0, -5, -0.2, 7, 0.7, -6, -13
COCCn1c(=N)c(C(=O)NCc2ccco2)cc2c(=O)n3cc(C)ccc3nc21
→ -11, 0, -14, -3, 0.5, -3, 2.9, -6, 9
CCc1cccc(NC(=O)Nc2cccs2)c1
→ 20, 14, 0, -22, 6.5, -6, 7.4, -8, 10
CC1=C(C(=O)OCC2CCCO2)C(c2coc3ccccc3c2=O)C2=C(CC(C)(C)CC2=O)N1 (configuration not stated)
→ 12, -2, -2, -8, -0.1, 4, -0.1, -16, -5
CCCOc1ccc(C(=O)NNC(=S)NC(=O)CC)cc1
→ 29, 37, 5, 0, -0.8, 5, 0.5, -5, -3
CN1C2CCC1CC(NC(=O)c1cccc(C(F)(F)F)c1)C2 (configuration not stated)
→ 4, 2, -10, -2, 0.9, -4, 0.0, -4, 11
O=S(Cc1ccc(Br)cc1)Cc1nnc(SCc2c(F)cccc2Cl)n1-c1ccccc1 (configuration not stated)
→ 39, 8, -9, -10, 0.4, 1, -0.9, -19, 3
N#Cc1cccc(C(c2nnnn2Cc2ccccc2)N2CCCC2)c1 (configuration not stated)
→ 14, 7, -3, -3, -0.2, 6, 0.1, -13, -21
CC(=O)Nc1ccc(CN2CCN(c3cccc(C(F)(F)F)c3)CC2)cc1
→ 1, 6, -6, -13, 0.2, 4, 0.2, -14, -5
CC(C)CC(NC(N)=O)C(=O)Nc1ccc(Oc2ccccc2)cc1 (configuration not stated)
→ -6, 0, -11, -3, 0.4, 3, 1.7, 1, 5
O=S(=O)(c1ccc(=S)[nH]c1)N1CCN(Cc2ccccc2)CC1
→ -6, 1, -2, 1, 0.5, -6, -0.3, -20, 8
CC(NC(=O)CC1SC(N)=NC1=O)c1ccccc1 (configuration not stated)
→ -13, 4, -4, -7, -0.3, 8, 0.4, -3, -3
COc1ccc([C@H]2N[C@]3(CCCN(Cc4ccc(Br)cc4)C3=O)[C@H]3C(=O)N(C)C(=O)[C@@H]23)cc1
→ -18, 0, -2, x, x, 9, x, x, -12
CNC(=O)COc1cccc(C(=O)NCc2ccccc2)c1
→ 4, 2, -4, 0, 0.3, 1, -0.1, -4, 0
O=C(COC(=O)c1ccccc1Cl)NC1CCCCCC1
→ 9, 10, -4, -2, -1.7, 15, -0.5, -13, -13
COc1ccc(-c2sc3cc4c(cc3c2C#Cc2ccc(N)cc2)OCO4)cc1
→ 2, -1, 1, -2, 0.2, -9, 1.2, 3, 19
CC(C)Sc1nc2c(cnn2-c2ccccc2)c(=O)[nH]1
→ -14, -3, -2, -9, -0.1, 12, -1.2, -3, -15
CN1CCN(C(=O)C2=C[C@@H](C3CCCCC3)C[C@@H](OCCCCO)O2)CC1
→ 3, 1, -4, -6, -0.2, 6, -0.6, -4, -3
CCC(C(=O)NC(C)(C)C)N(C(=O)c1ccc(Cl)nc1)C1CCCC1 (configuration not stated)
→ -38, 0, -4, 0, -0.4, -1, -0.9, -5, 1
CCCc1cc(=O)n2[nH]c(C)c(-c3ccc(OC)cc3)c2n1
→ -1, 3, 2, 1, -0.9, 17, -0.8, -7, -21
CCn1c(CC(=O)Nc2ccccc2)nnc1SCC(=O)N1CCOCC1
→ -14, 1, -2, -1, -0.8, 6, 0.7, 1, -10
CCC(C)(C)NC(=O)Cc1ccc(C)cc1
→ 10, 6, -4, 2, -0.5, 7, -0.7, -16, -2
C#CCN(C[C@@H]1[C@@H](OC(=O)Nc2c(C)noc2C)[C@@H](OC(=O)Nc2c(C)noc2C)Cn2c(=O)n(CCCCCC)c(=O)n21)S(=O)(=O)c1ccc(C)cc1
→ -1, 2, -5, x, x, 4, x, x, -13
COc1ccc(NC(=O)c2cccs2)c([N+](=O)[O-])c1
→ 2, -4, -1, -4, 7.0, 10, -0.6, -13, -6
CSC1=NCCN1C(=O)c1c(-c2ccccc2Cl)noc1C
→ 5, 1, -1, -5, 3.0, 9, 1.2, -10, -2
CCCCCCCOc1ccc(C(=O)Nc2cccnc2)cc1
→ 15, 2, -1, -7, -0.2, 5, 0.6, -9, -12
COc1cccc(CN2CCN(C3CCN(c4ccccc4F)CC3)CC2CCO)c1 (configuration not stated)
→ 3, -1, -6, 4, 2.2, -7, 0.4, -13, 7
Fc1ccccc1OCCCCSc1ncccn1
→ 2, 13, -1, -8, -1.5, 3, -0.3, -9, 6
CCOC(=O)N1CCC(N(CCN(C)C)C(=S)Nc2ccc(Oc3ccccc3)cc2)CC1
→ -10, 3, -5, -7, 1.5, -9, 1.2, -11, 1
Cc1ccc2nsnc2c1S(=O)(=O)NCc1cccnc1
→ 7, 7, -5, -1, 0.7, 1, 0.9, 7, -4
CCC(=O)N1c2ccc(S(=O)(=O)N(CCO)Cc3ccccc3)cc2CC1C (configuration not stated)
→ 15, 7, 1, -10, 3.8, 1, 3.7, -17, -16
CCCCN(C(=O)Cn1nnc2ccccc21)C(C(=O)NCCOC)c1ccc(OC)cc1OC (configuration not stated)
→ -6, 13, -5, -2, -0.4, 8, 0.1, -4, -9
CC1CCN(C(=O)C2CC(c3ccc(F)cc3)=NO2)CC1 (configuration not stated)
→ x, x, -5, -5, -1.8, 0, -0.3, -13, -5
CC1(C(=O)NS(=O)(=O)c2cccc(C#N)c2)CCN1C(=O)CC1CCCCC1 (configuration not stated)
→ -10, 2, -2, x, x, 9, x, x, -9
Cc1ccc(C(=O)N[C@H](C(=O)OCc2nnc(-c3ccccc3)o2)C(C)C)cc1
→ -20, -3, -4, -6, -2.4, 7, -1.6, -23, -29
O=C(NCc1ccccn1)c1cc(-c2ccccc2)nc2ccccc12
→ -5, 0, -1, -12, 0.5, 9, 1.3, -18, -9
COc1cc([N+](=O)[O-])ccc1NC(=O)CN(C)C
→ -11, -1, -2, -3, -0.2, 14, 0.3, 1, -15
COc1ccc(N/C=C/C(=O)c2ccc3c(c2)OCO3)cc1OC
→ -21, 1, -6, -5, -0.5, 0, 2.7, -15, -2
CCn1nc(C)c(NC(=O)CC23CC4CC(CC(C4)C2)C3)c1C
→ -19, 2, -5, -2, 1.0, 1, 0.4, -2, -3

# From PubChem
